# High-throughput results as filed in PubChem.
# CRFR2-BP ag – agonists of human CRF-binding protein/CRF-R2 receptor complex; HEK293 CRF-R2/CRF-BP, calcium dye fluorescence (FLIPR); percent of saturating CRF peptide response; activation, % at 13.2 µM; 0.46% of 350,000 active; AID 588473;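 active means activation of at least 50%, plus an integration ratio under a set limit after plate pattern correction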;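 further: plate controls were neutral control wells without compound for no effect and CRF at EC100 for full effect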
# HCV NS3 hel inh – inhibitors of Hepatitis C virus NS3 helicase; 0.56% of 290,000 active; inhibition, % at 10.9 µM; NS3 helicase DNA unwinding, Cy5 molecular beacon fluorescence;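 active means inhibition above the mean of all tested compounds plus 3 SD, set per campaign, cut at about 35% in these data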;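 further: 0% = DMSO wells and 100% = thioflavine S control wells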
#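 Assay system – hepatitis C virus NS3 helicase domain fragment enzyme · Buffer or medium – MOPS pH 6.5, MgCl2, DTT, Tween20, BSA · Reagent – Cy5/quencher beacon DNA duplex and ATP to start · Compound – single 10.9 µM dose · Timing – 1 h at 25 °C · Technique – Cy5 beacon fluorescence read at start and 1 h · Measure – % inhibition of unwinding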
# UBC9 SUMO inh – inhibitors of human SUMOylation (UBC9). HTRF SUMOylation assay, SAE1/SAE2 + UBC9, in vitro. inhibition, % at 35 µM. AID 2006. 0.36% of 290,000 active; in the data active means inhibition above about 50%, passing the limit was not always enough; further: strong numbers were not always called active
# Target sequence (P63279 whole entry, looked up): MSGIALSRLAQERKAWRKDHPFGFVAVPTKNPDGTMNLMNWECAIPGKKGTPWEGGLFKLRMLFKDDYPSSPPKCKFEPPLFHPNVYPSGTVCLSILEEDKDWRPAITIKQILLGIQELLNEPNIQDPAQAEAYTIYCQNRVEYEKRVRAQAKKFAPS
# MEKK3 PB1 HTS – MEKK3-MEK5 PB1 interaction, increase or decrease; bead-based flow cytometry, Alexa488-MEK5 binding to MEKK3; actives lie on both sides; 0 = blocked by unlabeled MEK5, 100 = vehicle; binding response (% of control), % at 10 µM; Q99759; 1.4% of 290,000 active;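 active means binding response more than 3 SD above or below the average of its plate-row segment, actives on both sides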;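 further: Alexa488 bead fluorescence after subtracting the streptavidin-only scavenger bead signal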
# Target sequence (Q99759 whole entry, looked up): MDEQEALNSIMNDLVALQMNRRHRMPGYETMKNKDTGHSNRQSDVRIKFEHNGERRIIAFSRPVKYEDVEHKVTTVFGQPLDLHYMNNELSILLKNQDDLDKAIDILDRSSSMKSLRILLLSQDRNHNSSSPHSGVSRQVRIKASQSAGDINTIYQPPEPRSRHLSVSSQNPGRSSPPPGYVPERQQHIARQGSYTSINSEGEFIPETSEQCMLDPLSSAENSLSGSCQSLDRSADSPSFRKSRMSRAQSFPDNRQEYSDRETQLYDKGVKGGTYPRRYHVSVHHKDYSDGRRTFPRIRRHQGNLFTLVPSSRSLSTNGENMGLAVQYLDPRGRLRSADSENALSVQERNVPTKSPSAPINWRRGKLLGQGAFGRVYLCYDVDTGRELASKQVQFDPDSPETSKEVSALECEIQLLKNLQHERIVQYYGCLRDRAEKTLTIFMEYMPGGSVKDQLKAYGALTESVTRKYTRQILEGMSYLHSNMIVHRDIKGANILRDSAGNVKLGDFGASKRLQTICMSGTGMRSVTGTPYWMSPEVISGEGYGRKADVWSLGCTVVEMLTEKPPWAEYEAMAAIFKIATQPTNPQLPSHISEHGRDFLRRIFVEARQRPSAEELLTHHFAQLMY
# GalR3 antagonist – human GalR3 antagonism | O60755 | HEK293 GalR3-CNG cAMP membrane potential fluorescence; galR3 body fused to GalR1 C-terminus | inhibition, % at 3 µM | 0.44% of 360,000 active | AID 651719;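 active means inhibition above the screen-wide average plus 3 SD, cut at about 13% in these data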;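 further: forskolin and galanin both at EC90 stimulate the cells; cAMP rise reported by CNG channel membrane potential dye signal; 0% = forskolin plus galanin with DMSO and 100% = forskolin alone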
# Target sequence (O60755 1-299 limits assumed): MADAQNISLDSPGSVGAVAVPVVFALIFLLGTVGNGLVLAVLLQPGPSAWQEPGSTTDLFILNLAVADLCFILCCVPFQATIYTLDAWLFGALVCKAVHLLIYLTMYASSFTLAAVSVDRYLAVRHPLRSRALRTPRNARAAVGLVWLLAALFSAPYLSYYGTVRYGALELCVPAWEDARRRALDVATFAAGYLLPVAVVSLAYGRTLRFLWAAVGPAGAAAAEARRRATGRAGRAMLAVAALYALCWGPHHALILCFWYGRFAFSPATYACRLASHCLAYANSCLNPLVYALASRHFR
# DNA FID counter – fluorescent intercalator displacement, NS3 helicase counter-screen. DNA fluorescent intercalator displacement, fluorescence. inhibition, % at 7.9 µM. 0.17% of 290,000 active. AID 1845; in the data active means inhibition above about 37%;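 further: 0% = vehicle and 100% = reference compound; higher means more ethidium bromide displaced from hairpin DNA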
# CRFR2-BP antag – CRF-BP/CRF-R2 complex antagonism; inhibition, % at 11.8 µM; 0.59% of 350,000 active; AID 588475; HEK293 CRF-R2/CRF-BP, CRF-induced calcium fluorescence;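 active means inhibition of the ligand-induced calcium signal above about 50% at the single tested concentration, limit read from the data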
# MEKK2 mut-MEK5 – signal of MEK5 binding to mutant human MEKK2 PB1 domain. bead flow cytometry, Alexa488-MEK5 binding to MEKK2 mutant. percent response, % at 10 µM. 0.35% of 290,000 active; in the data active means percent response above about 24%, passing the limit was not always enough; further: inactives centre near 1; some results filed as inactive read as strong as hits; reference of the scale not given here
# MEKK2wt PB1 HTS – raises or lowers MEK5 binding to wildtype human MEKK2 PB1 domain | Q9Y2U5 | bead flow cytometry, Alexa488-MEK5 binding to MEKK2 WT; actives lie on both sides | binding response (% of control), % at 10 µM | 1.1% of 290,000 active | AID 1531; in the data active means binding response below about 67% or above about 130%
# * marks the source's active call; other numbers are inactive results; . = not tested or not shown; [ ] = dose if it differs, or a comment. This is a subset, so the mix of outcomes need not match the whole.
SMILES,CRFR2-BP ag,HCV NS3 hel inh,UBC9 SUMO inh,MEKK3 PB1 HTS,GalR3 antagonist,DNA FID counter,CRFR2-BP antag,MEKK2 mut-MEK5,MEKK2wt PB1 HTS
CC(=O)c1cccc(CN(C)CC2CCCN(CCc3ccccc3C)C2)c1 (stereo not drawn),4.5,-26,17,110,-2,13,-11,18,124
O=C(O)c1ccc2c(c1)C(=O)N(CCc1ccccc1)C2=O,0.7,15,-1,104,-9,-2,-6,5,106
CN(C)CCNc1oc(COc2ccc(Cl)cc2)nc1C#N,0.9,8,-9,106,-3,11,7,4,113
CCOC(=O)c1c(C)n(CC)c2ccc(OC(=O)c3ccc([N+](=O)[O-])cc3)cc12,6.2,-1,-7,96,0,-3,-5,-1,98
COC(=O)c1cc(NC(=O)c2c(-c3ccccc3)noc2C)ccc1N1CCOCC1,-3.3,5,2,105,-3,-38,7,4,105
Cc1cc2nc(-c3ccc[nH]c3=O)n(Cc3ccccc3F)c2cc1C,1.5,1,27,99,-6,-36,1,2,98
Cc1c(NC(=O)C(CC(=O)O)NCc2ccco2)c(=O)n(-c2ccccc2)n1C (stereo not drawn),1.4,-9,4,106,-4,-3,-5,13,102
C=CCn1cnc2c(c1=O)c1nc3ccccc3nc1n2/N=C/c1cc(OC)c(OC)c(OC)c1,3.4,21,36,104,-2,-4,-40,4,105
Cc1ccc(C)c(OCCCC(=O)Nc2nccs2)c1,-1.5,-3,19,98,-8,-10,-5,4,99
CCCC(=O)Nc1ccc(C(=O)NN2C(=O)c3ccccc3C2=O)cc1,-4.2,0,-4,100,-2,-6,2,9,112
Cc1ccccc1CCNC(=O)Cn1nc(C)c2c(C)n(-c3ccccc3)nc2c1=O,-0.1,14,7,101,-8,-37,-10,0,100
Cc1cc(NC(=O)c2ccccc2Oc2ccccc2)no1,0.5,0,20,100,-3,-1,-24,1,101
COC(=O)CCC(=O)Nc1ccc(S(=O)(=O)Nc2nc(C)cc(C)n2)cc1,2.0,-2,2,106,-10,-4,1,2,109
CC(C)NC(=O)C1CCCN(S(=O)(=O)c2ccc(-n3cnnn3)cc2)C1 (stereo not drawn),3.2,0,2,99,-2,-2,10,0,97
COc1ccc2c(c1OC)C(=O)N1c3ccccc3C(=O)N(c3ccc(F)cc3)C21 (stereo not drawn),-0.1,-4,-6,108,-8,-5,2,5,108
Cc1ccccc1CSc1nccn1-c1ccccc1,0.5,-17,-5,109,-4,-12,3,11,107
COCCn1c(SCC(=O)NC2CCCC2)nnc1-c1ccncc1,-0.6,-2,4,99,-1,-7,3,6,96
COc1ccc(C(=O)N2CCC(=O)N(C(CO)Cc3ccccc3)CC2)cc1 (stereo not drawn),1.9,-2,-5,85,0,-12,-5,4,98
CN1C(=O)c2ccc(NC(=O)CCS(=O)(=O)c3ccccc3)cc2C1=O,-1.3,-1,23,97,3,0,-4,0,97
O=C(NCCCN1CCOCC1)C(=O)N/N=C/c1c(Cl)cccc1Cl,0.2,1,19,98,-1,12,16,-1,100

# 3 of the entries above in order of their number in HCV NS3 hel inh, low to high:
Molecule,CRFR2-BP ag,HCV NS3 hel inh,UBC9 SUMO inh,MEKK3 PB1 HTS,GalR3 antagonist,CRFR2-BP antag,MEKK2 mut-MEK5,MEKK2wt PB1 HTS
COc1ccc2c(c1OC)C(=O)N1c3ccccc3C(=O)N(c3ccc(F)cc3)C21 (stereo not drawn),-0.1,-4,-6,108,-8,2,5,108
COCCn1c(SCC(=O)NC2CCCC2)nnc1-c1ccncc1,-0.6,-2,4,99,-1,3,6,96
COC(=O)c1cc(NC(=O)c2c(-c3ccccc3)noc2C)ccc1N1CCOCC1,-3.3,5,2,105,-3,7,4,105

# The list goes on:
SMILES,CRFR2-BP ag,HCV NS3 hel inh,UBC9 SUMO inh,MEKK3 PB1 HTS,GalR3 antagonist,DNA FID counter,CRFR2-BP antag,MEKK2 mut-MEK5,MEKK2wt PB1 HTS
O=C(CSc1nc2ccccc2[nH]1)NCc1ccc2c(c1)OCO2,0.3,6,10,105,-11,-4,16,2,106
COc1ccc(S(=O)(=O)Nc2c(C)ccc3nsnc23)cc1OC,-0.6,8,12,84,-4,-5,1,-8,88
Cc1cc(C(=O)N2CCc3c([nH]c4ccccc34)C2c2c(F)cccc2Cl)no1 (stereo not drawn),-1.8,-18,-17,102,-2,-9,-60,4,94
c1ccc(-c2nc3nc4ccccc4nc3n2CC2CCCO2)cc1 (stereo not drawn),0.2,8,18,103,-1,-20,-6,4,105
CC1(C)C(=O)Nc2ccccc2N1C(=O)COC(=O)C12CC3CC(CC(O)(C3)C1)C2,0.3,5,-6,113,0,-24,-2,3,106
CCCC(=O)Nc1nnc(/C=C/c2ccc(OC)cc2)s1,-1.7,-12,26,106,2,-30,-24,5,106
NC(=O)c1c(NC(=O)C2COc3ccccc3O2)sc2c1CCN(Cc1ccccc1)C2 (stereo not drawn),42,-4,-13,108,-5,-11,-54,-1,108
CN1CCN(Cc2c(O)ccc3c(=O)c(Oc4ccccc4Cl)c(C(F)(F)F)oc23)CC1,7.5,-1,35,97,0,13,-20,1,97
COc1ccc(OC2C(=O)N(c3ccc(C)c(C)c3)C2c2ccc(OC)c(OC)c2)cc1 (stereo not drawn),4.1,-18,-19,96,-7,-15,17,-3,94
CC(C)(C)c1ccc2c(c1)OCC(C(=O)O)O2 (stereo not drawn),-0.3,5,-6,95,-6,-4,2,-1,94
O=C(CSc1ccc(-c2ccccn2)nn1)Nc1ccccc1,0.6,-2,13,105,-2,-8,7,5,110
CCOc1ccc(C2C(C#N)=C(N)Oc3nc[nH]c(=O)c32)cc1OC (stereo not drawn),0.0,3,15,93,-5,-1,19,-3,97
Cc1cc(C)n2nc(SCC(=O)Nc3c(C)n(C)n(-c4ccccc4)c3=O)nc2n1,1.2,0,11,102,-3,-1,-25,2,100
Cc1cc(=O)[nH]c(SCC(=O)NCC2CCCO2)n1 (stereo not drawn),2.6,9,7,105,3,-12,8,15,103
CC(NC(=O)CSc1ccccc1C(=O)O)C1CC2CCC1C2 (stereo not drawn),-0.6,3,5,98,-5,-3,30,0,98
COc1ccc(CCN(Cc2ccc(C(C)C)cc2)S(=O)(=O)c2ccc(S(=O)(=O)N(C)C)cc2)cc1OC,17,-13,-6,99,-1,-2,-31,-1,103
CCCCCCN1CC(O)=C(c2nc3ccccc3[nH]2)C1=N,0.1,-8,14,98,-2,-2,0,0,97
COc1ccc2[nH]cc(CCNC(=S)NC3CCCC3)c2c1,-1.0,-2,-3,79,1,-5,51*,-6,83
COc1ccccc1NS(=O)(=O)c1cc2c(cc1C)NC(=O)CO2,19,9,-6,96,.,-12,12,-3,98
Fc1ccc(N2CCN(c3ncnc4c3nnn4Cc3ccccc3Cl)CC2)cc1,1.0,3,.,71*[inhibitor],8,-7,24,-3,89
CCn1ncc(Br)c1C(=O)Nc1c(C)nn(Cc2c(F)c(F)c(F)c(F)c2F)c1C,-1.9,-6,-9,99,-4,-38,10,1,101
C=CC[C@]12C=C(OC)C(=O)C=C1O[C@@H](c1ccc3c(c1)OCO3)[C@H]2C,-1.5,.,.,103,-3,.,13,4,108
Cc1ccccc1OCC(O)Cn1nnc2ccccc21 (stereo not drawn),-0.2,-1,-30,99,-6,-9,4,0,109
COC(=O)[C@]12C(=O)C(C)=C(O)[C@@]1(C)C(C)=CC1[C@@]34CC[C@@H](OC(C)=O)C(C)(C)C3C(C[C@]12C)OC4=O (stereo partly drawn),-0.6,.,18,96,-7,.,8,2,96
COc1ccc(NC(=O)N2CCN(C(=O)Nc3ccc(OC)cc3)CC2)cc1,1.8,2,-4,103,-7,-11,16,-1,93
COc1ccccc1NC(=O)c1ccccc1Oc1ccccc1,0.3,4,-3,100,-5,-24,0,3,105
Cc1c(CN(C)C(=O)/C=C/c2ccc([N+](=O)[O-])cc2)cnn1C,0.4,2,-4,98,-3,6,-5,17,118
CN(C)CCCN1C(=O)c2oc3ccccc3c(=O)c2C1c1cccs1 (stereo not drawn),16,-7,-7,100,-4,-5,3,8,106
CN(C(=O)c1c(Br)cnn1C)C12CC3CC(CC(C3)C1)C2,.,11,-4,144*,-2,-16,.,0,109
Cc1nc(C)c(-c2ccccc2)c(=O)[nH]1,0.2,-17,13,98,0,0,3,3,102
O=C(NCCSc1ccccc1)c1ccccc1Cl,-2.4,-2,5,156*,-3,-2,20,1,110
O=C(COc1ccc2ccccc2c1)Nc1cccc(C(=O)Nc2ccccc2C(=O)O)c1,0.1,5,23,114,4,2,59*,-1,91
CC(C)Nc1nnc(SC(C)C(=O)NCc2ccc3c(c2)OCO3)s1 (stereo not drawn),2.7,0,-4,90,2,2,-1,-10,82
Cc1ccccc1C(OCCN(C)C)C1CCCCC1 (stereo not drawn),8.6,-29,-6,102,-9,16,-56,2,97
O=C(CCS(=O)(=O)c1cccc2nonc12)NCCc1ccccc1Cl,-1.0,17,20,104,-2,-19,-25,4,113
Cc1cccc(NC(=O)c2cccnc2Oc2ccccc2)c1C(=O)O,-1.4,-1,1,98,-8,0,8,-6,96
COc1ccccc1/C=N/NC(=O)c1ccc(C)nc1,-1.1,7,-3,98,-5,-3,-2,1,98
CCOC(=O)c1ccccc1NC(=O)CSc1nnnn1C,-0.8,9,3,104,-1,-10,11,0,99
Cc1nc2sccn2c(=O)c1Cl,1.4,3,6,105,-3,-2,4,4,102
Cc1ccccc1NC(=S)N1CCN(c2ccccc2)CC1,-0.4,-3,-1,106,-13,-7,14,-1,97
CCS(=O)(=O)c1ccc2c(c1)N(S(=O)(=O)c1ccccc1)CC(C(=O)O)O2 (stereo not drawn),-0.6,4,6,100,-2,2,6,3,99
CCOc1ccc(S(=O)(=O)N/N=C(\C)C2CCCCC2)cc1,-0.4,43*,-1,98,-2,-1,37,-2,97
COc1ccc(OCC(=O)Nc2ccccc2N2CCCCC2)cc1,3.3,-10,-14,102,-5,-28,-5,2,102
COCCC(=O)NNS(=O)(=O)c1ccc(Cl)cc1,0.5,8,11,98,2,-4,4,-1,102
CCc1ccc(NC(=O)Cn2c(=O)oc3cc(S(=O)(=O)N4CCOCC4)ccc32)cc1,0.8,5,-6,105,3,-13,29,7,106
COC(=O)c1ccccc1NC(=O)c1cnc2sccn2c1=O,0.2,-1,2,69,-7,-5,-14,-2,104
COc1ccc(NC(=O)N2CCCC2C(=O)NCc2ccccc2Cl)cc1 (stereo not drawn),0.1,7,-3,103,-5,-11,3,1,105
O=C(CCn1c(=S)oc2ccccc21)Nc1cc([N+](=O)[O-])ccc1F,-2.8,-7,1,107,-12,12,7,4,106
COc1ccc(C(=O)NCc2nc(C)c(C)s2)cc1OC1CCN(C(C)C)CC1,1.9,-6,8,103,-4,0,-1,5,108
O=C(NCc1ccccc1)C1=C[C@@H](c2ccc3c(c2)OCO3)C[C@@H](OCc2ccc(CO)cc2)O1,-1.1,.,.,105,-1,.,9,-1,99

# Sorted by SMILES length (low to high): some entries from above.
SMILES,CRFR2-BP ag,HCV NS3 hel inh,UBC9 SUMO inh,MEKK3 PB1 HTS,GalR3 antagonist,DNA FID counter,CRFR2-BP antag,MEKK2 mut-MEK5,MEKK2wt PB1 HTS
COC(=O)c1ccccc1NC(=O)c1cnc2sccn2c1=O,0.2,-1,2,69,-7,-5,-14,-2,104
COc1ccc(NC(=O)N2CCCC2C(=O)NCc2ccccc2Cl)cc1 (stereo not drawn),0.1,7,-3,103,-5,-11,3,1,105
COc1ccc(C(=O)NCc2nc(C)c(C)s2)cc1OC1CCN(C(C)C)CC1,1.9,-6,8,103,-4,0,-1,5,108
